# T cell modulator – T cell immune modulation candidate. 330,000 tested, 0.068% active. AID 2052. 2C CD8+ T cell-vesicle binding, flow cytometry; stronger effect = lower value. calls only at 7 µM;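 active means response, share of CD8 T cells binding vesicles, and their 90th percentile fluorescence all below set limits, cut at about 80% in these data, passing the limit was not always enough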
#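 material = purified 2C TCR transgenic mouse naive CD8+ T cells | controls = Unloaded micro-vesicles (low), QL9 vesicles with 0.7% DMSO (high) | detection = cytometric PE anti-B7-1 and Alexa647 anti-CD8 signals after 1% paraformaldehyde fixation | incubation = binding step 1.5 h, 37 °C, antibody labelling 20 min, ice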
# Dynein transport – dynein cargo transport inhibition. 3617.4 mouse cells, GR-EGFP nuclear translocation imaging; test concentration mostly 20 µM; stimulated with dexamethasone, 1 µM; stronger effect = lower value. z-score, hits read low. 220,000 tested, 0.47% active. AID 1381;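 active means plate z-score of nuclear minus cytoplasmic receptor signal below a set negative limit, without overly bright fluorescence or cell loss, cut at about -3.5 in these data, passing the limit was not always enough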;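 further: z-score of nuclear minus cytoplasmic ring GR-EGFP intensity difference per well; some compounds called inactive have numbers as strong as hits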
#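 medium = tetracycline-free induction medium containing charcoal-stripped FBS | probe or stimulus = dexamethasone, 1.0 µM final | timing = 48 h induction, then 1 h compound, then 30 min agonist, 37 °C | detection = automated 10x imaging of fixed Hoechst-stained cells | read-out basis = nuclear versus cytoplasmic GR-EGFP signal, averaged per well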
# MT stabilize HCS – stabilizes microtubules in HeLa cells; AID 2205; % tubulin-high responders, % at 10 µM; 200,000 tested, 0.83% active; HeLa tubulin immunostaining HCS, 24 h; share of cells brighter than vehicle mean+2SD;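 active means plate Z-score above 3 for both tubulin-high and condensed-nucleus cell shares, with cell loss under 80%, at 10 µM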;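 further: anti alpha tubulin signal scored within the nucleus-defined area of each cell; some results filed as inactive read as strong as hits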
# TNAP activation fold – human TNAP enzyme activators, primary screen, biochemical, luminescent, no phosphate acceptor, uHTS (AID 1001). purified TNAP, luminescent activation assay, no phosphate acceptor; higher activation fold means a stronger effect. activation fold at 20 µM, or EC50 in µM where a hit was titrated. 200,000 tested, 0.03% active; in the data active means activation fold from about 3, or a potency from the dose series; inactive means the rest, 99 in 100 with activation fold below about 1.6; further: many of its hits are not listed in these tables
# Lipid droplet – modulators of hepatic lipid droplet formation; AML12 mouse hepatocytes, oleate lipid droplets, BODIPY imaging; AID 1656; 240,000 tested, 0.4% active; inhibition, % at 6.5 µM;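 active means lipid droplet intensity inhibited by at least 50%, with more than 500 cells counted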
#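 material = mouse AML12 hepatocyte cell line, fixed after treatment | also added = 100 µM oleic acid challenge | doses = compound at 6.5 µM only | schedule = overnight exposure | technique = Image-based BODIPY and DAPI two-channel analysis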
# Myeloid diff 2 – myeloid differentiation induction; AID 624256; ER-HoxA9 myeloid progenitors, lysozyme-GFP differentiation, flow cytometry; calls only at 10 µM; 360,000 tested, 1% active;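 active means normalized GFP-positive differentiation at or above the plate's own cutoff, the solvent-only control mean plus 3 SD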;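 further: cells exposed to compound for four days before flow analysis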
# PMI inhibitors – MPI enzyme activity inhibition – biochemical, fluorescence intensity, coupled assay, primary screen (AID 1209); 190,000 tested, 0.42% active; purified PMI enzyme, coupled fluorescence intensity; higher % means a stronger effect; inhibition, % at 20 µM; hits with a dose series show IC50 in µM; in the data active means inhibition above about 50%;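 further: plate controls were DMSO vehicle for no effect and wells lacking substrate for full effect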
# Ins promoter up – MIN6 insulin promoter up-regulation; MIN6 insulin promoter-GFP reporter, high-content imaging; stronger effect = higher value; z-score at 5 µM; 190,000 tested, 0.3% active;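 active means z-score above 3 at 5 µM with at least 500 cells counted in the well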
# b-catenin transl – beta-catenin nuclear translocation modulation. HeLa beta-catenin nuclear translocation, immunofluorescence imaging. nuclear translocation activity, % at 5 µM. 190,000 tested, 0.3% active;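 active means nuclear translocation activity above 50% at 5 µM, with a well cell count of 50 or more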;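 further: per-cell ratio of nuclear to cytoplasmic median beta-catenin stain intensity; plate controls were DMSO negative control for no effect and GSK-3 inhibitor IX positive control for full effect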
#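 Assay system: human HeLa cells, native beta-catenin; doses: 5 µM primary, 0.02–20 µM confirmation; incubation: compound treatment 24 h, 37°C, 5% CO2; technique: fluorescence imaging of beta-catenin antibody stain plus DAPI; measure: % activation, nuclear-to-cytoplasmic median beta-catenin signal ratio per cell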
# Dynein transport cytoplasmic EGFP – recorded beside Dynein transport, whose call it bears; z-score; measured here: cytoplasmic GR-EGFP intensity; stronger effect = higher value
# Dynein transport nuclear GR-EGFP – recorded beside Dynein transport, whose call it bears; z-score; measured here: nuclear GR-EGFP intensity;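 lower value marks the stronger effect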
# Dynein transport cell count – further read-out of Dynein transport, marked with its call; z-score; measured here: cell count per field
# Ins promoter up cell count – second read-out of Ins promoter up, no call of its own (marks repeat the call); cell count; measured here: cytotoxicity, nuclei count;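 total cells summed across four imaged fields per well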
# Lipid droplet cells 6.5 µM – further read-out of Lipid droplet, marked with its call; cell count; measured here: cell count, cytotoxicity flag;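 cells counted across two imaged fields per well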
# b-catenin transl cell count 5 µM – recorded beside b-catenin transl, whose call it bears; cell count; measured here: cell count, cytotoxicity flag
# T cell modulator vesicle-bound % – also measured in T cell modulator; calls as there; double positive events, %; measured here: CD8+ vesicle-bound cell fraction;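 binding gate set so that unloaded-vesicle control wells show 10% double positive cells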
# MT stabilize HCS Hoechst-high % – further read-out of MT stabilize HCS, marked with its call; % Hoechst-high responders; measured here: nuclear condensation Hoechst responders;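 share of cells brighter than vehicle mean plus two SD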
# MT stabilize HCS cytotoxicity % – further read-out of MT stabilize HCS, marked with its call; toxicity, %; measured here: cytotoxicity by cell density;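 0% = mean cell density of plate MIN control wells and 100% = no cells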
# Myeloid diff 2 GFP+ MAC1+ % – also measured in Myeloid diff 2; calls as there; GFP+ MAC1+ double positive, %; measured here: differentiation confirmed by MAC1 staining
# * = called active by the depositor; i = inactive; nt = no result given.
molecule	Dynein transport cytoplasmic EGFP	Dynein transport nuclear GR-EGFP	TNAP activation fold	T cell modulator	T cell modulator vesicle-bound %	b-catenin transl	Dynein transport cell count	PMI inhibitors	Lipid droplet cells 6.5 µM	Myeloid diff 2 GFP+ MAC1+ %	Ins promoter up	Myeloid diff 2	MT stabilize HCS cytotoxicity %	MT stabilize HCS	Dynein transport	Ins promoter up cell count	MT stabilize HCS Hoechst-high %	b-catenin transl cell count 5 µM	Lipid droplet
Cc1cc2oc(C(=O)Nc3c(C)n(C)n(-c4ccccc4)c3=O)c(C)c2cc1Cl	-0.24	-0.34	1.1	i	54	nt	-0.041	-5%	773	0.0	-1.1	i	9.7	4.2	-0.48	1188	4.6	nt	8
C=CCc1ccccc1OCCCCN1CCCC1	-0.24	0.26	1.1	i	38	-1.5	0.6	9%	714	0.6	-0.17	i	5.7	5.1	-0.11	1230	3.2	1219	-1
Cn1c(Cn2c(=O)sc3ccccc32)nnc1SCC(=O)NCc1ccc(F)cc1	0.096	1.4	1.1	i	63	-3.1	-2	-1%	738	2.6	0.27	i	6.3	2.8	1.9	1170	1.8	1181	-1
O=C(Cc1c(F)cccc1Cl)N1CCN(C(=O)c2ccco2)CC1	-0.24	-0.25	1.1	i	10	0.5	0.99	12%	756	8.0	-0.37	i	5.2	2.9	-0.47	1302	2.2	1105	-5
O=C(c1ccc(C(F)(F)F)cc1)n1ccc(-c2cccs2)n1	-0.25	-0.04	nt	i	18	2.2	0.23	nt	715	0.4	-0.54	i	nt	nt	-0.24	1040	nt	1240	3
CCOc1ccc(N(CC(=O)NC2CCCC2)S(=O)(=O)c2c(C)noc2C)cc1	-0.25	-0.16	0.9	i	46	0.7	0.18	-5%	nt	3.4	-0.55	i	5.5	2.6	-0.3	860	3.1	1155	nt
N#CCSc1nc2ccccc2c(=O)n1CCC(=O)NCCc1ccccc1	-0.31	0.36	0.9	i	25	-4.2	-0.5	-6%	nt	0.2	0.14	i	9.2	3.3	-0.15	1311	2.6	992	nt
O=[N+]([O-])c1ccc(-c2csc(Nc3ccccc3)[n+]2Cc2ccccc2)cc1	-0.07	0.29	1.2	i	43	-2.8	-1.2	-14%	730	0.8	-0.23	i	12	3.5	0.46	1461	3.1	1043	40
C=C(C)[C@@H]1CCC2(C(=O)O)CC[C@]3(C)[C@H](CC[C@@H]4[C@@]5(C)CCC(=O)C(C)(C)[C@@H]5CC[C@]43C)[C@@H]12 (stereo partly drawn)	-0.26	0.13	1.1	i	23	nt	0.51	15%	656	1.8	-0.34	i	1.6	3.2	-0.34	917	1.8	nt	8
COc1cccc(NC(C)(C)c2nnnn2-c2c(C)cccc2C)c1	0.061	-0.056	nt	i	44	-2.5	0.093	nt	710	0.5	0.17	i	nt	nt	-0.025	1466	nt	1005	1
Cc1ccc(C)n1-n1cnc2sc3c(c2c1=O)CCCCC3	-0.23	-0.057	1	i	18	3.6	0.6	17%	784	5.0	nt	i	5.6	3.4	-0.12	nt	3.0	1008	-16
C=CCn1c(N)c(C(=O)OC(C)(C)C)c2nc3ccccc3nc21	0.17	-0.52	1.1	nt	nt	nt	0.67	9%	765	0.0	0.32	i	7.4	1.8	-1.6	898	1.3	nt	6
O=C(N=Nc1c(O)[nH]c2ccc(F)cc12)C1COc2ccccc2O1 (stereo not drawn)	-0.16	-0.076	nt	i	49	2.2	0.75	nt	707	0.1	-0.41	i	nt	nt	-0.41	980	nt	1271	2
Cc1ncc(C[n+]2csc(CCOC(=O)CC34CC5CC(CC(C5)C3)C4)c2C)c(N)n1	-0.3	-0.04	1.1	i	39	-1.5	0.34	0%	687	0.5	-0.4	i	1.9	1.6	-0.0038	1371	2.0	1148	-14
C/C=C/c1ccc(OCC(O)CN2CCCCC2CC)c(OC)c1 (stereo not drawn)	-0.21	-0.69	1.1	i	52	-2.3	1.7	-4%	697	0.6	-0.21	i	2.1	2.5	-0.99	1357	1.8	1158	-24
O=C(Cn1c2ccccc2c(=O)c2ccccc21)N/N=C/c1cc([N+](=O)[O-])ccc1N1CCCCCC1	0.25	0.098	0.9	i	54	3.3	0.14	-22%	nt	0.3	-0.35	i	0.5	2.8	-1.2	1480	1.5	1313	nt
O=C(N/N=C/c1cccc([N+](=O)[O-])c1)c1cnccn1	-0.17	0.92	1.1	i	44	-5.9	-1.1	3%	660	0.8	0.01	i	5.5	3.7	1.7	1379	3.3	533	10
O=c1c2ccccc2n(Cc2ccc(Cl)cc2)c(=O)n1Cc1ccco1	-0.27	0.39	1.1	i	36	0.6	1.4	5%	727	1.1	nt	i	1.6	1.4	0.045	nt	2.1	1181	17
COc1ccc(Nc2cc(=O)n(-c3ccccc3)c3c2c(=O)n(C)c(=O)n3C)cc1	-0.17	-0.52	nt	i	22	0.4	1.1	nt	590	0.2	0.04	i	nt	nt	-1.3	991	nt	1370	-22
O=C(Nc1ccc(Br)c(Cl)c1)c1ccco1	0.0046	0.78	1.1	i	27	nt	-2.6	8%	710	1.3	nt	i	0.6	5.5	2.1	nt	2.2	nt	3
CCc1c(O)nc(SCC(=O)N(CC)CC)[nH]c1=O	-0.26	-0.14	1.1	i	29	-0.1	0.14	1%	698	0.4	0.94	i	0.0	3.1	0.82	1432	1.0	1475	-4
O=C(Nc1ccc(N2CCN(C(=O)c3ccco3)CC2)c(Cl)c1)c1cccs1	-0.24	-0.26	1.1	i	37	2.0	-0.4	16%	691	0.1	-0.3	i	3.5	3.2	-0.12	1202	1.3	1008	1
Cc1cc(C)nc(NS(=O)(=O)c2ccc(NC(=S)NC(=O)c3ccco3)cc2)n1	-0.12	1.3	1	i	56	-1.7	-1.8	0%	711	0.3	-0.48	i	10.0	2.5	1	1486	2.9	959	7
Cc1ccc(/C(O)=C2\C(=O)C(=O)N(CCN(C)C)C2c2ccccc2F)cc1 (stereo not drawn)	-0.16	0.67	1.1	i	57	-8.2	0.36	-12%	nt	0.2	-0.2	i	3.0	3.5	0.99	1248	1.5	1014	nt
CC(C)C(c1nnnn1C1CCCC1)N1CCOCC1 (stereo not drawn)	-0.24	0.095	1.1	i	57	-2.2	0.62	6%	749	0.3	3*	i	1.9	2.9	0.15	1427*	1.9	469	11
COc1ccc2oc(=N)c(-c3nnc4n3CCCCC4)cc2c1	-0.18	0.44	1	i	33	-4.5	-0.061	5%	723	1.4	-0.54	i	3.9	3.2	0.68	895	1.9	1150	-15
CCOc1ccc(C(=O)OCn2nnc3ccccc3c2=O)cc1OC	-0.12	0.72	1.2	i	61	3.6	-0.071	3%	nt	2.5	0.57	i	8.4	2.3	1.1	967	1.7	682	nt
CCOc1ccc(NC(=O)C(=O)N/N=C\c2ccc(CNS(=O)(=O)c3ccccc3)o2)cc1	-0.28	0.085	1.5	i	28	-1.1	-0.099	2%	565	nt	-0.35	nt	8.6	3.3	0.59	1277	2.7	931	-12
Cc1ccc(-c2nc(N)s[n+]2-c2ccccc2)cc1	-0.11	-0.66	0.9	i	34	-2.5	1.4	106%*	710	0.5	0.08	i	1.6	2.9	-1.1	1236	2.1	851	-9
CC(C)[C@H](NC(=O)c1ccccc1F)C(=O)Nc1nc2c(s1)CCCC2	-0.28	-0.58	1.1	i	60	0.5	0.7	4%	658	0.1	-0.65	i	6.9	3.1	-0.9	1155	2.3	1183	31
N#Cc1c(N)nc2c(c1-c1ccncc1)CCCCCC2	-0.12	-0.17	nt	i	28	nt	1.3	nt	nt	1.3	nt	i	9.0	3.7	-0.22	nt	2.8	nt	nt
Cc1ccc(S(=O)(=O)N2CCOCC2)cc1C(=O)OCC(=O)N1c2ccccc2NC(=O)C1(C)C	-0.16	0.71	1.1	nt	nt	-2.3	-0.041	-3%	748	nt	-0.76	nt	7.0	2.4	0.98	1055	1.9	1243	-3
Cc1nc2c(cc1C(=O)N/N=C/c1ccc([N+](=O)[O-])cc1)c(=O)n(C)c(=O)n2C	-0.1	0.26	1	i	46	1.0	-0.18	13%	682	0.4	-0.16	i	4.7	3.2	0.16	1416	2.1	1162	7

# Exported with two lines to a compound: entries from further up.
# Sequence of screens – Dynein transport cytoplasmic EGFP, Dynein transport nuclear GR-EGFP, TNAP activation fold, T cell modulator, T cell modulator vesicle-bound %, b-catenin transl, Dynein transport cell count, PMI inhibitors, Lipid droplet cells 6.5 µM, Myeloid diff 2 GFP+ MAC1+ %, Ins promoter up, Myeloid diff 2, MT stabilize HCS cytotoxicity %, MT stabilize HCS, Dynein transport, Ins promoter up cell count, MT stabilize HCS Hoechst-high %, b-catenin transl cell count 5 µM, Lipid droplet
COc1ccc2oc(=N)c(-c3nnc4n3CCCCC4)cc2c1
→ -0.18, 0.44, 1, i, 33, -4.5, -0.061, 5%, 723, 1.4, -0.54, i, 3.9, 3.2, 0.68, 895, 1.9, 1150, -15
CCOc1ccc(C(=O)OCn2nnc3ccccc3c2=O)cc1OC
→ -0.12, 0.72, 1.2, i, 61, 3.6, -0.071, 3%, nt, 2.5, 0.57, i, 8.4, 2.3, 1.1, 967, 1.7, 682, nt
